High-throughput results: PubChem BioAssay, several laboratories
NCF1 inh: p47phox/p22phox peptide binding inhibitors, primary screen, biochemical, uHTS, NADPH oxidase regulatory subunit; hit rate 0.53% among 220,000; fluorescence polarization, 2 h; AID 1274, 2008; inhibition, % at 24.7 µM; Neutrophil cytosol factor 1 (Homo sapiens), P14598;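 active means inhibition above about 30%, limit read from the data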;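 further: 0% = p47phox with labelled peptide and 100% = labelled peptide alone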
Hck-Nef inh: inhibitors of Nef-activated human Hck kinase, primary screen, biochemical, Z-Lyte FRET, 384-well, Hck-YEEI | Recombinant Hck-YEEI plus Nef, Z-Lyte FRET kinase assay | inhibition, % at 20 µM | hit rate 0.68% among 220,000;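 active means Hck-Nef kinase inhibition above about 50%, limit read from the data; inactive means inhibition below that limit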;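 further: 0% = DMSO with Hck plus Nef and 100% = Hck alone without Nef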
Target sequence (P08631 whole entry, looked up): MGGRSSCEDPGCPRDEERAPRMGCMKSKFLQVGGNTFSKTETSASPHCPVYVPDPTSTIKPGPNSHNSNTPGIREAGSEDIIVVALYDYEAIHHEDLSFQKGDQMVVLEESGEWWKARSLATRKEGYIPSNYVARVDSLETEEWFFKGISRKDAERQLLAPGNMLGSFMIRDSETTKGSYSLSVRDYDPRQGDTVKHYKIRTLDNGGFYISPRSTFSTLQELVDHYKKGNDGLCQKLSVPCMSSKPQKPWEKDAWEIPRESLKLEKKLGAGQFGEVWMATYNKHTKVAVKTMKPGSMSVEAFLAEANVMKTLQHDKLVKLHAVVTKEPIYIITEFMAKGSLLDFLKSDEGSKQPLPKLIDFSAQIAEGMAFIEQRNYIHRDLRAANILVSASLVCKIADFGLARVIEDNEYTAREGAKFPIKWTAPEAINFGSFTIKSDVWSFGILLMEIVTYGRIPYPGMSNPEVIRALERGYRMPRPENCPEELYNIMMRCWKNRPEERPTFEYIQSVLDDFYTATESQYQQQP
14-3-3 Bad PPI: inhibitors of 14-3-3 zeta/Bad binding, primary screen, biochemical, TR-FRET, bovine 14-3-3 zeta; inhibition, % at 21.7 µM; hit rate 0.71% among 220,000; AID 781, 2007; 14-3-3 protein zeta/delta (Bos taurus), P63103; TR-FRET 14-3-3zeta/Dy647-pBad peptide displacement, 1 h;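 active means inhibition above about 70%, limit read from the data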;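 further: 0% = full 14-3-3 plus peptide FRET controls and 100% = background without 14-3-3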
Target sequence (P63103 whole entry, looked up): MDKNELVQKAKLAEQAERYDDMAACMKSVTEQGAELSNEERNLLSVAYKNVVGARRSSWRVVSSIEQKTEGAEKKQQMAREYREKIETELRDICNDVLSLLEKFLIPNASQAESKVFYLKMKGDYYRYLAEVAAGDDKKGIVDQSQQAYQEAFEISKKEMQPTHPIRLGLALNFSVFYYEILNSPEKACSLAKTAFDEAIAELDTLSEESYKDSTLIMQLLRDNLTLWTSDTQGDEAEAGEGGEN
TbHK1 inh: Trypanosoma brucei hexokinase 1 inhibitors, primary screen, biochemical, G6PDH-coupled NADH absorbance, MLSCN library. recombinant TbHK1, G6PDH-coupled NADH A340. inhibition, % at 10 µM. AID 1430, 2008. hit rate 0.11% among 220,000;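 active means inhibition of 50% or more in the single-dose primary screen; inactive means inhibition below 50%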
zVAD death inh: inhibitors of zVAD-triggered necroptosis, primary screen, L929 cells; L929 zVAD necroptosis rescue, ATP luminescence, 24 h; with zVAD 60 µM; viability rescue, % at 10 µM; hit rate 0.38% among 220,000;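 active means activation, scaled between plate controls, above about 75%, limit read from the data; inactive means activation under that limit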;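 further: 0% = zVAD with DMSO and 100% = DMSO alone without zVAD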
Mdm2 ligase inh: MDM2-luciferase reporter signal enhancers, primary screen, MDM2 E3 ligase inhibitor project, cell-based, luminescence, 1536-well; cell-based MDM2 ubiquitination luciferase reporter, 2 h; 0 = plate control, 100 = twice control, blank-subtracted; hit rate 0.11% among 210,000; AID 1230, 2008; signal enhancement, % at 5 µM;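 active means signal enhancement of 30% or more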;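 further: luminescence tracks abundance of the self-degrading MDM2-luciferase fusion protein; higher signal means inhibition of MDM2 E3 ligase activity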
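System: stable MDM2–luciferase fusion reporter cells / Input: 2000 cells seeded into each well / Schedule: 4 h settle plus 2 h compound, 37 °C / Compound: single-point 5 µM / Buffer or medium: cells held in DMEM / Benchmarks: control and blank well means / Evaluation: percent signal gain over controls, blank-subtracted / Measured by: luciferase luminescence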
Runt-CBFb FRET: inhibitors of RUNX1 Runt–CBFb binding, primary screen, biochemical, FRET, Cerulean-Runt, Venus-CBFb, uHTS; hit rate 0.46% among 220,000; Cerulean-Runt/Venus-CBFb FRET ratio 530/480, 1 h; inhibition, % at 20 µM; AID 1496, 2009; Runt-related transcription factor 1 (Homo sapiens) + Core-binding factor subunit beta …;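 active means inhibition over about 50% at 20 µM in the single-dose screen, limit read from the data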;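 further: 0% = DMSO wells and 100% = excess unlabeled CBFb competitor control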
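System: Cerulean-labeled Runt domain protein | Quantity: 100 nM of each labeled protein | Schedule: 1 h compound exposure, room temperature | Detection: Fluorescence energy transfer, 422 nm excitation, 530/480 nm emission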
Runt-SMMHC FRET: inhibitors of RUNX1 Runt–CBFb-SMMHC binding, primary screen, biochemical, FRET, Cerulean-Runt, Venus-CBFb-SMMHC, uHTS; AID 1434, 2008; inhibition, % at 20 µM; Cerulean-Runt/Venus-CBFb-SMMHC FRET ratio 530/480, 1 h; hit rate 0.74% among 220,000; Runt-related transcription factor 1 (Homo sapiens) + Core-binding factor subunit beta …;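 active means mean inhibition across duplicate retests at 20 µM reaching about 50%, limit read from the data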;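 further: 0% = DMSO wells and 100% = wells with excess untagged CBFb-SMMHC; inhibitors lower the FRET ratio by blocking Runt binding to CBFb-SMMHC; some results filed as inactive read as strong as hits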
EBV gp42 inh: Epstein-Barr virus gp42 inhibitors, primary screen, biochemical, uHTS, fluorescence polarization; hit rate 0.42% among 220,000; inhibition, % (tested at 21.74 µM); Glycoprotein 42 (Epstein-Barr virus (strain AG876)), Q1HVG2; Fluorescence polarization binding assay, mP read-out; in the data active means inhibition above about 50%
Target sequence (Q1HVG2 whole entry, looked up): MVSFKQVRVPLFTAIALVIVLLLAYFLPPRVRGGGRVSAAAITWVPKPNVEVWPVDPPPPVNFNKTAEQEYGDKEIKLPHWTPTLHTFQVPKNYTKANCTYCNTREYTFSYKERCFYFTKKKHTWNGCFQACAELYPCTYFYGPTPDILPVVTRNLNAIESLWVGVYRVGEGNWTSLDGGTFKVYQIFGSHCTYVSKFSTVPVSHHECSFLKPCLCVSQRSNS
An asterisk follows results filed as active; [ ] = remark or other dose.

CCN(CC)S(=O)(=O)c1cccc(C(=O)Nc2nncs2)c1 was read as NCF1 inh -2.6, Hck-Nef inh -13.9, 14-3-3 Bad PPI 6.1, TbHK1 inh -17.8, zVAD death inh 1.0, Mdm2 ligase inh 0.3, Runt-CBFb FRET -0.3, Runt-SMMHC FRET 0.6 and EBV gp42 inh -19.0.
COc1ccccc1NC1=C(NC(C)=O)C(=O)c2ccccc2C1=O was read as NCF1 inh -1.6, Hck-Nef inh 17.5, 14-3-3 Bad PPI -8.7, TbHK1 inh -11.3, zVAD death inh -0.1, Mdm2 ligase inh -5.5, Runt-CBFb FRET 23.8, Runt-SMMHC FRET 31.7 and EBV gp42 inh -19.6.
COc1ccccc1N1CCN(C(=O)CSc2ncnc3c2cnn3-c2ccc(C)c(C)c2)CC1 was read as NCF1 inh -24.4, Hck-Nef inh 15.3, 14-3-3 Bad PPI 4.8, TbHK1 inh -21.4, zVAD death inh 3.0, Runt-CBFb FRET -6.9, Runt-SMMHC FRET -5.6 and EBV gp42 inh -15.1.
`CCOc1ccc(Oc2cc(N)cc([N+](=O)[O-])c2)cc1` gave NCF1 inh 6.1, Hck-Nef inh 25.9, 14-3-3 Bad PPI -5.2, TbHK1 inh -3.5, zVAD death inh -0.8, Mdm2 ligase inh -8.6, Runt-CBFb FRET -1.7, Runt-SMMHC FRET -8.6 and EBV gp42 inh 0.3.
Screening Cc1ccc(S(=O)(=O)N(C)C)cc1NC(=O)COc1ccc(-c2nnco2)cc1 returned NCF1 inh 2.0, Hck-Nef inh 19.7, 14-3-3 Bad PPI 2.3, TbHK1 inh 8.4, zVAD death inh 0.7, Runt-CBFb FRET -1.5, Runt-SMMHC FRET -0.2 and EBV gp42 inh 6.5.
`O=C(Cc1c[nH]c2ccccc12)N/N=C/c1cccc(F)c1` gave NCF1 inh -47.3, Hck-Nef inh 2.1, 14-3-3 Bad PPI -7.8[fluorescence artefact?], TbHK1 inh -8.3, zVAD death inh 1.9, Mdm2 ligase inh -9.9, Runt-CBFb FRET 2.2, Runt-SMMHC FRET 1.8 and EBV gp42 inh 13.8.
For CCCCCCSC1=C(C#N)C(c2ccc(C)o2)CC(=O)N1 (centres undefined) the results were NCF1 inh -5.8, Hck-Nef inh 2.1, 14-3-3 Bad PPI 0.8, TbHK1 inh 5.7, zVAD death inh 0.7, Mdm2 ligase inh -12.5, Runt-CBFb FRET -4.0, Runt-SMMHC FRET -1.2 and EBV gp42 inh -18.1.
For N=c1n(CCN2CCCC2)c2ccccc2n1CC(O)c1ccc(Cl)c(Cl)c1 (centres undefined) the results were NCF1 inh 0.3, Hck-Nef inh 15.1, 14-3-3 Bad PPI 13.2, TbHK1 inh 15.3, zVAD death inh -5.7, Mdm2 ligase inh -11.2, Runt-CBFb FRET 0.7, Runt-SMMHC FRET -3.4 and EBV gp42 inh -24.0.
For C=CCc1c(C)nc2c(C)cccc2c1SC(=N)N the results were NCF1 inh 3.8, Hck-Nef inh 9.7, 14-3-3 Bad PPI -14.7, TbHK1 inh -6.9, zVAD death inh 2.2, Mdm2 ligase inh -11.4, Runt-CBFb FRET 2.1, Runt-SMMHC FRET -1.4 and EBV gp42 inh 1.3.
For COc1ccc(CNC(=O)c2sc(=S)n(-c3ccc(OC)cc3)c2N)cc1 the results were NCF1 inh -7.6, Hck-Nef inh 5.4, 14-3-3 Bad PPI -4.5, TbHK1 inh 0.9, zVAD death inh 0.0, Mdm2 ligase inh 3.2, Runt-CBFb FRET 38.1, Runt-SMMHC FRET 13.9 and EBV gp42 inh -3.5.
`Nc1c(C(=O)NCc2ccccc2)c2nc3ccccc3nc2n1CCCN1CCOCC1` gave NCF1 inh -47.7, Hck-Nef inh 40.2, 14-3-3 Bad PPI 2.7[fluorescence artefact?], TbHK1 inh -14.6, Mdm2 ligase inh -17.1, Runt-CBFb FRET 78.6*, Runt-SMMHC FRET 76.0* and EBV gp42 inh -1.6.
Screening COn1c(C)c(C)c2c3nonc3ccc21 returned NCF1 inh -14.7, Hck-Nef inh -9.6, 14-3-3 Bad PPI 95.1*, TbHK1 inh -12.8, zVAD death inh 0.1, Mdm2 ligase inh -11.5, Runt-CBFb FRET -6.6, Runt-SMMHC FRET -34.4 and EBV gp42 inh -15.3.
`O=C(NC1CC2CCC(C1)N2C(=O)NC1CCCCC1)NC12CC3CC(CC(C3)C1)C2` (centres undefined) gave NCF1 inh -13.0, Hck-Nef inh -1.3, 14-3-3 Bad PPI 17.1, TbHK1 inh -6.2, zVAD death inh 0.3, Runt-CBFb FRET 0.1, Runt-SMMHC FRET -2.5 and EBV gp42 inh -1.9.
For O=C(COc1ccccc1Cl)Nc1ccc(CN2CCCCC2)cc1 the results were NCF1 inh -2.0, Hck-Nef inh -1.4, 14-3-3 Bad PPI -4.4, TbHK1 inh -0.8, zVAD death inh 2.7, Mdm2 ligase inh -9.9, Runt-CBFb FRET -1.2, Runt-SMMHC FRET -1.5 and EBV gp42 inh 2.1.
For Brc1ccc(Nc2nc(-c3cccnc3)cs2)cc1 the results were NCF1 inh -7.1, Hck-Nef inh -18.1, 14-3-3 Bad PPI 4.0, TbHK1 inh -1.0, zVAD death inh 49.6, Mdm2 ligase inh -3.6, Runt-CBFb FRET 0.6, Runt-SMMHC FRET -1.0 and EBV gp42 inh -4.9.
`O=C(COc1ccc(-c2nnco2)cc1)NC1CCCc2ccccc21` (centres undefined) gave NCF1 inh -4.5, Hck-Nef inh -0.2, 14-3-3 Bad PPI -11.1, TbHK1 inh -0.9, zVAD death inh 66.5, Mdm2 ligase inh -13.4, Runt-CBFb FRET -0.1, Runt-SMMHC FRET 4.5 and EBV gp42 inh -6.3.
Screening CCOCCCNC(=O)c1ccc(CS(=O)(=O)Cc2ccc(C)cc2)o1 returned NCF1 inh -4.7, Hck-Nef inh 0.9, 14-3-3 Bad PPI 7.8, TbHK1 inh -2.4, zVAD death inh 0.2, Mdm2 ligase inh -5.4, Runt-CBFb FRET -2.1, Runt-SMMHC FRET -6.4 and EBV gp42 inh -13.4.
Screening Nc1nc(NCC2CCCO2)nc(Nc2ccc(Cl)cc2)c1[N+](=O)[O-] (centres undefined) returned NCF1 inh -10.9, Hck-Nef inh 26.9, 14-3-3 Bad PPI -7.9, TbHK1 inh -35.0, zVAD death inh -0.7, Mdm2 ligase inh -3.0, Runt-CBFb FRET -5.2, Runt-SMMHC FRET -2.5 and EBV gp42 inh -3.5.
Screening NC(=O)c1ccc(N2CCN(S(=O)(=O)c3ccccc3)CC2)c([N+](=O)[O-])c1 returned NCF1 inh -1.7, Hck-Nef inh 17.5, 14-3-3 Bad PPI -7.8, TbHK1 inh -3.2, zVAD death inh 0.1, Mdm2 ligase inh -8.6, Runt-CBFb FRET -1.0, Runt-SMMHC FRET -3.4 and EBV gp42 inh -0.9.
CCOC(=O)Cn1nc(C)n(-c2ccccc2)c1=O was read as NCF1 inh -0.4, Hck-Nef inh 0.1, 14-3-3 Bad PPI -7.8[fluorescence artefact?], TbHK1 inh 2.3, zVAD death inh -0.3, Mdm2 ligase inh -11.2, Runt-CBFb FRET -1.7, Runt-SMMHC FRET -4.1 and EBV gp42 inh -16.4.
CC(C)(C)C(=O)Oc1cc(N)n(S(=O)(=O)c2ccc(F)cc2)n1 was read as NCF1 inh 3.8, Hck-Nef inh -0.6, 14-3-3 Bad PPI 16.4[fluorescence artefact?], TbHK1 inh -0.8, zVAD death inh 1.3, Mdm2 ligase inh -4.8, Runt-CBFb FRET -1.4, Runt-SMMHC FRET 2.7 and EBV gp42 inh -16.1.
`O=C(Nc1ccc([N+](=O)[O-])cc1)c1cn(-c2ccccc2)nc1-c1cc2ccccc2o1` gave NCF1 inh 4.6, Hck-Nef inh 6.1, 14-3-3 Bad PPI -12.7[fluorescence artefact?], TbHK1 inh -10.3, zVAD death inh 1.8, Mdm2 ligase inh 1.7, Runt-CBFb FRET 0.9, Runt-SMMHC FRET -2.0 and EBV gp42 inh -14.7.
`Cc1cc(C)nc(SCCS(=O)(=O)Cc2ccccc2)n1` gave NCF1 inh -15.8, Hck-Nef inh -0.6, 14-3-3 Bad PPI -9.7, TbHK1 inh -0.6, zVAD death inh 0.3, Mdm2 ligase inh -2.7, Runt-CBFb FRET 1.3, Runt-SMMHC FRET 3.9 and EBV gp42 inh -7.6.
`NNC(=O)c1csc(CS(=O)(=O)c2ccc(Cl)cc2)n1` gave NCF1 inh -1.6, Hck-Nef inh 3.8, 14-3-3 Bad PPI 4.3, TbHK1 inh -4.6, zVAD death inh 0.5, Mdm2 ligase inh -15.1, Runt-CBFb FRET -1.3, Runt-SMMHC FRET -0.4 and EBV gp42 inh 1.4.
Screening CCCCCCCC#Cc1ccccc1/C=N/S(=O)c1ccc(C)cc1 (centres undefined) returned NCF1 inh 12.6, Hck-Nef inh 8.5, 14-3-3 Bad PPI 28.1[fluorescence artefact?], TbHK1 inh 21.6, zVAD death inh 2.0, Runt-CBFb FRET 42.1, Runt-SMMHC FRET 39.1 and EBV gp42 inh -65.7.
`O=C(NCc1cccs1)C1CCN(C(=O)NCc2ccccc2)CC1` gave NCF1 inh -10.9, Hck-Nef inh 8.0, 14-3-3 Bad PPI 3.8, TbHK1 inh 0.3, zVAD death inh 1.8, Runt-CBFb FRET 1.7, Runt-SMMHC FRET 3.0 and EBV gp42 inh -5.0.
For NC(=O)c1ccccc1N1CCCCC1 the results were NCF1 inh -0.3, Hck-Nef inh -9.3, 14-3-3 Bad PPI -5.4, TbHK1 inh -0.8, zVAD death inh 1.0, Mdm2 ligase inh -10.8, Runt-CBFb FRET 2.4, Runt-SMMHC FRET -1.4 and EBV gp42 inh -3.3.

Reprinted from above (2 entries):
CCN(CC)S(=O)(=O)c1cccc(C(=O)Nc2nncs2)c1 was read as NCF1 inh -2.6, Hck-Nef inh -13.9, 14-3-3 Bad PPI 6.1, TbHK1 inh -17.8, zVAD death inh 1.0, Mdm2 ligase inh 0.3, Runt-CBFb FRET -0.3, Runt-SMMHC FRET 0.6 and EBV gp42 inh -19.0.
COc1ccccc1NC1=C(NC(C)=O)C(=O)c2ccccc2C1=O was read as NCF1 inh -1.6, Hck-Nef inh 17.5, 14-3-3 Bad PPI -8.7, TbHK1 inh -11.3, zVAD death inh -0.1, Mdm2 ligase inh -5.5, Runt-CBFb FRET 23.8, Runt-SMMHC FRET 31.7 and EBV gp42 inh -19.6.
